# Source: PubChem BioAssay (National Center for Advancing Translational Sciences (NCATS))
# L3MBTL1 inh = L3MBTL1 (human) inhibition; Q9Y468; AlphaScreen L3MBTL1–H3K9me1 peptide binding; Potency, µM (highest dose often 57.1 µM), for inactives: at the top dose activity, negative = inhibition, actives largely listed as inhibitors; hit rate 0.66% among 230,000; AID 485360; active = well fitted inhibition curve with a large enough effect; also: nearly all actives have a fitted effect of over 60% in size
# Target sequence (Q9Y468 whole entry, looked up): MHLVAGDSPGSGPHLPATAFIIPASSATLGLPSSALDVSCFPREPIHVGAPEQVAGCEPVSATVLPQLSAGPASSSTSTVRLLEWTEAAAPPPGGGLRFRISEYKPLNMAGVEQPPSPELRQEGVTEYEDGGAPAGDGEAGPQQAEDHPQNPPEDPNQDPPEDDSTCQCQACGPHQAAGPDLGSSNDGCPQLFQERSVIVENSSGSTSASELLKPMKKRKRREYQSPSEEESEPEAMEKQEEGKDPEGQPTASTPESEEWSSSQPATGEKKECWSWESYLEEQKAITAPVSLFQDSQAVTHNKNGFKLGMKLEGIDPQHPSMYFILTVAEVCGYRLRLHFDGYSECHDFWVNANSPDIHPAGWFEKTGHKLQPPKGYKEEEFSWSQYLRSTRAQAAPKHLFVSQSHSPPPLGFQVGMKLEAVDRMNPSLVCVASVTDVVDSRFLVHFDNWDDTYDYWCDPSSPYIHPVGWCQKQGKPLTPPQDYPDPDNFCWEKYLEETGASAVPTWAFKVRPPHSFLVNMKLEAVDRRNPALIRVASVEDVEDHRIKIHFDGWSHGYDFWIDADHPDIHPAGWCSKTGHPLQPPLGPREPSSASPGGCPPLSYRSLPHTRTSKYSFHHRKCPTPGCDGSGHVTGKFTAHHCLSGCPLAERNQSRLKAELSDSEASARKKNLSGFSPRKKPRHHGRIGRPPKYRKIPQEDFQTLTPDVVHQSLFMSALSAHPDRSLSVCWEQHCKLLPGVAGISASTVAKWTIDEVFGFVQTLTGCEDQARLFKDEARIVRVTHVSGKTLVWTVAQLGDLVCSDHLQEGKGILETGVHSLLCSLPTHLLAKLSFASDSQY
#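 L3MBTL1 (50 nM) pre-complexed 30 min with biotinylated H3(1-15)K9me1 peptide (75 nM), then compounds added for 30 min at room temperature; AlphaScreen streptavidin donor/nickel chelate acceptor beads (10 ug/mL final) read after 30 min dark incubation.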
# * = called active by the depositor; & = joins results of further samples; [ ] = dose if it differs, or a comment. % is scaled to controls: 0 for no effect and ±100 for the full control effect; potency is read from the fitted curve at half-maximal effect. A portion of the library; rates above refer to the full screens.
L3MBTL1 inh | smiles
-2% | COc1ccc(C(=O)O)cc1S(=O)(=O)N1CCSCC1
7% | C[C@@H](NC(=O)c1nc[nH]c1C(=O)OCc1ccccc1)c1ccccc1
7% | COc1ccc(CN2CCN(Cc3ccco3)CC2)cc1OC
7% | CCN(CC(=O)Nc1cc(Cl)ccc1-n1cncn1)Cc1nc2ccccc2c(=O)[nH]1
-2% | C[C@@H]1CN([C@H](C)CO)C(=O)c2cc(NC(=O)Nc3cccc4ccccc34)ccc2O[C@H]1CN(C)Cc1ccc(C(F)(F)F)cc1
-12% | COc1cccc(OC)c1C(=O)Nc1nc(-c2ccccc2)cs1
-7% | CN(Cc1ccc(F)cc1)C(=O)c1cccc(S(=O)(=O)N2CCN(c3ccc(F)cc3)CC2)c1
58%[activator] | COc1ccc(C2CC(c3cccc(Cl)c3)=NN2c2ccc(S(N)(=O)=O)cc2)cc1 (centres undefined)
-3% | O=[N+]([O-])c1cc([N+](=O)[O-])c(Oc2cc(Cl)cc(Cl)c2)cc1NN1CCCCC1
-4% | Clc1ccc(CN2CCCCCC2)cc1
3% | Cc1ccc(C(=O)NCC(=O)N2CCCC(C(F)(F)F)C2)s1 (centres undefined)
34%[activator] | O=C1N(c2ccccc2C(F)(F)F)O[C@@]1(c1ccccc1)C1CCCCC1
3% | CSc1ccc(Cl)c(C(=O)NNC(=O)c2csc(N3CCOCC3)n2)c1
3% | CCN(CC)S(=O)(=O)c1cc(NC(=O)COC(=O)c2c(C)noc2C)ccc1C
-1% | C=CCC[C@@H](Cc1ccc(F)cc1)C(=O)OC[C@H](C)NC(=O)[C@@H](CC=C)CC(=O)N(CCO)Cc1ccccc1

# An excerpt of these results, as labelled records.
O=[N+]([O-])c1cc([N+](=O)[O-])c(Oc2cc(Cl)cc(Cl)c2)cc1NN1CCCCC1
- L3MBTL1 inh = -3%
Clc1ccc(CN2CCCCCC2)cc1
- L3MBTL1 inh = -4%
Cc1ccc(C(=O)NCC(=O)N2CCCC(C(F)(F)F)C2)s1 (centres undefined)
- L3MBTL1 inh = 3%
O=C1N(c2ccccc2C(F)(F)F)O[C@@]1(c1ccccc1)C1CCCCC1
- L3MBTL1 inh = 34%[activator]

# The list continues:
L3MBTL1 inh | smiles
4% | Cc1ccc(Cl)cc1N1C(=O)CC(Sc2ncccn2)C1=O (centres undefined)
3% | CCCCn1c(N)c(N(CC(C)C)C(=O)C2CCC2)c(=O)[nH]c1=O
4% | CCN(CC(=O)Nc1ccc2c(c1)OCCO2)C(=O)c1ccc(CS(C)(=O)=O)cc1
-1% | CCC1Nc2ncnc(N3CCOCC3)c2N(Cc2ccc(C)cc2)C1=O (centres undefined)
-4% | Cc1c(OC(C)C(=O)NCC2CCC(C(=O)O)CC2)ccc2c1oc(=O)c1ccccc12 (centres undefined)
-8% | COc1ccc(O)c(C(=O)c2cnn(S(=O)(=O)c3ccc(C)cc3)c2)c1
-2%[2.29 µM] | CCCNC(=O)c1ccccc1N1CCN(CCCCN2C(=O)C3CCCCN3C2=O)CC1 (centres undefined)
-7% | CC[C@H](C)[C@@H](C(=O)NCCCCCCCCCCC(=O)N1CCNCC1)n1cc(CCCCCN)nn1
4% | CC1CCC(NC(=O)COC(=O)CCC(=O)c2ccc(Cl)s2)CC1 (centres undefined)
9% | Cc1nnc(SCC(=O)N(C2CCCCC2)C2CCS(=O)(=O)C2)n1N (centres undefined)
3% | O=S(=O)(N=C(NS(=O)(=O)c1ccc(Cl)cc1)c1ccccc1)c1ccc(Cl)cc1
1% | CCCCN(Cc1ccccc1)C1CCN(Cc2ccccc2)CC1
5% | CCC(C)[C@H]1COCCS(=O)(=O)N1Cc1ccccc1 (some centres undefined)
-2% | CCC(NC(=O)COC(=O)C1CC2CCCC(C1)C2=O)c1ccc(Br)cc1 (centres undefined)
-5% | CCN(CC)S(=O)(=O)c1cccc(C(=O)Nc2ccc(S(=O)(=O)NC3=NCCCCC3)cc2)c1

# (listing goes on)
L3MBTL1 inh | smiles
-1% | COC(=O)c1ccc(CN2CCCC(CO)(Cc3ccccc3F)C2)cc1 (centres undefined)
-4% | O=C(OCC(=O)c1c[nH]c2ccccc12)c1cccc([N+](=O)[O-])c1
-9% | O=C(NCc1ccccn1)c1ccccc1OCc1ccc(F)cc1
4% | CN(CCc1ccccc1)C1CCCN(S(=O)(=O)N(C)C)C1 (centres undefined)
0% | O=C(c1cc2cc(Cl)ccc2oc1=O)N1CCCCCCC1
8% | O=C(CSc1nnc2ccc(-c3cccnc3)nn12)Nc1ccccc1F
-1% | O=C(CCS(=O)(=O)c1ccccc1Cl)NC1CCCCCC1
-3% | CCc1noc(C)c1C(=O)NNC(=O)COc1ccccc1C
-11% | CN(C(=O)C1CCCCC1)C1CCS(=O)(=O)C1 (centres undefined)
7% | Cc1cnc(C(=O)OCC(=O)c2c(N)n(CC(C)C)c(=O)n(C)c2=O)cn1
5% | CCCCNC(=O)c1onc(CSc2nc3ccccc3[nH]2)c1C(=O)NCCCC
-11% | O=C(CCCc1ccccc1)Nc1ccccc1[N+](=O)[O-]
-3% | COCCn1c(SCC(=O)NC(=O)NC2CCCC2)nc2ccccc2c1=O
-10% | O=[N+]([O-])c1ccc(Cl)c(CN2CCCCCC2)c1
-4% | Cc1ccc(S(=O)(=O)NCc2ccccn2)cc1C

# 2 compounds drawn at random from the list so far, as already listed:
L3MBTL1 inh | smiles
-4% | Cc1ccc(S(=O)(=O)NCc2ccccn2)cc1C
8% | O=C(CSc1nnc2ccc(-c3cccnc3)nn12)Nc1ccccc1F

# New compounds follow
L3MBTL1 inh | smiles
0% | Cc1ccc(S(=O)(=O)CCC(=O)OCc2nnc(-c3ccccc3)o2)cc1
-4% | CCOC(=O)C1=C(COC(=O)/C=C/c2ccc([N+](=O)[O-])cc2)NC(=O)NC1C (centres undefined)
7% | CCC(CC)CN1C(Nc2ccccc2)=NC[C@@H]1C
-2% | N#Cc1c(SCc2c(Cl)cccc2Cl)nc(N)[nH]c1=S
10% | CC(C(=O)Nc1ccccn1)(c1ccccc1)c1ccccc1
-4% | CC(Sc1ncccn1)C(=O)NNC(=O)c1cccc(Cl)c1 (centres undefined)
-11% | Cc1cccc(NC(=O)C(C)SCc2nc3sc4c(c3c(=O)[nH]2)CCCC4)n1 (centres undefined)
2% | C/C(=N\NC(=O)c1ccccc1OCc1ccc(F)cc1)c1ccccn1
3% | CNC(=O)c1ccc(NC(=O)CN2c3cccc4cccc(c34)S2(=O)=O)cc1
-9% | CCN(CC)CCCn1c2c(c(SCC(=O)Nc3cccc(C)c3C)nc1=O)CCC2
1%[2.29 µM] | COc1ccc(-c2n[nH]c(=S)n2-c2ccc(C)cc2C)cc1
-4% | C=CCC1NS(=O)(=O)OC2CCCCC12 (centres undefined)
3% | CCN(C(=O)CSc1ncccn1)c1cccc2ccccc12
-2% | CCN(C[C@H]1N[C@@](CC)(C(=O)OC)[C@H]2C(=O)N(Cc3ccccc3)C(=O)[C@@H]12)C(=O)Nc1ccc(Cl)cc1
42%[activator] | COc1ccc(NC(=O)c2ccc(-c3csc(C)n3)cc2)cc1

# The results go on:
L3MBTL1 inh | smiles
-8% | CC1CCCN(C(=O)CCS(=O)(=O)c2ccc3c(c2)n(C)c(=O)c(=O)n3C)C1 (centres undefined)
-8% | O=Cc1ccc(OCC(=O)N2CCc3ccccc32)c(Br)c1
-6% | CCN(Cc1ccc(C#CCCO)cc1)CC1CCCN(CCc2cccc(OC)c2)C1 (centres undefined)
21% | CCOC(=O)C1CCN(C(=O)c2cc3c(s2)-c2ccccc2OC3)CC1
42%[activator] | O=C(COC(=O)c1ccc(S(=O)(=O)N2CCCC2)cc1)Nc1ccc(Cl)cc1
4% | Cc1ccc(S(=O)(=O)NCc2cccnc2)cc1
8% | CCOC(=O)N1CCN(S(=O)(=O)c2ccc3c(c2)C(C)C(=O)N3)CC1 (centres undefined)
3% | Cc1onc(-c2ccccc2)c1C(=O)OCC(=O)Nc1ccc(C#N)cc1
-11% | CN(Cc1ccc(F)cc1)C(=O)CNC(=O)c1ccc2c(c1)OCO2
-22% | CSc1ccc(Cl)c(C(=O)OCC(=O)N2CCN(C(=O)c3ccco3)CC2)c1
-2% | C[C@@]12C(=O)Nc3cc(Cl)ccc3C(=O)N1[C@H]1c3cc(Cl)ccc3OC[C@@H]1[C@@H]2c1ccccc1
-5% | Cc1ccc(C)c(NC(=O)CN(C)C(=O)c2ccc3[nH]c4c(c3c2)CC(C)CC4)c1 (centres undefined)
35%[activator] | O=S(=O)(c1ccc(SCCOc2cccc(Br)c2)nc1)N1CCCC1
-7% | CC1CC(=O)Nc2ccccc2N1C(=O)CSc1ncnc2sccc12 (centres undefined)
6% | CCOc1ccc(S(=O)(=O)NCc2ccncc2)cc1NC(=O)c1ccccc1

# (continued)
L3MBTL1 inh | smiles
-8% | CCOC(=O)C1CCN(C(=O)c2ccc(OCC(=O)Nc3ccc(OCC)cc3)c(OC)c2)CC1
9% | CC[C@@]1(C(=O)OC)N[C@H](CN(C)C(=O)Nc2ccc(C(F)(F)F)cc2)[C@@H]2C(=O)N(C)C(=O)[C@@H]21
4% | CC(=NNC(=O)CCC(=O)Nc1ccccc1Cl)c1ccco1
-1% | COc1cccc(C(=O)NCCS(=O)(=O)NC(C)CCc2ccccc2)c1 (centres undefined)
5% | CC(OC(=O)C1CC1C)C(=O)Nc1ncc(Cl)cc1Cl (centres undefined)
-4% | Cc1ccsc1CN(C)C(=O)CN1C(=O)NC(c2ccccc2)(c2ccccc2)C1=O
6% | O=C(C[n+]1cccc2ccccc21)c1ccc(Br)cc1
7% | CCN(CC)C(=O)OCc1c(-c2ccccc2)ncc2ccccc12
-1% | COc1ccc(N(CC(=O)N2CCN(Cc3ccccc3)CC2)S(C)(=O)=O)cc1Cl
-8% | Cc1cccc(NC(=O)CSCC(=O)Nc2cccc(S(=O)(=O)N3CCCCCC3)c2)c1
18% | COc1ccc(CCNC(=O)c2cc(S(=O)(=O)N3CCCCC3)ccc2Cl)cc1
-9% | COc1ccc(CCN(C)C(=O)COc2ccc(N(C)S(=O)(=O)c3ccc(C)cc3)cc2)cc1OC
5% | CN(CC(=O)Nc1ccccc1Br)C(=O)c1ccc2c(=O)n3c(nc2c1)CCC3
4% | CCCCn1c(N)c(N(CC(C)C)C(=O)CCCc2nc3ccccc3s2)c(=O)[nH]c1=O
-7% | Cc1ccc(-c2nnc(Nc3ccc(O)cc3)c3ccccc23)cc1S(=O)(=O)NCCO

# Four of the compounds above, as tab-separated lines:
SMILES	L3MBTL1 inh
Cc1cccc(NC(=O)CSCC(=O)Nc2cccc(S(=O)(=O)N3CCCCCC3)c2)c1	-8%
COc1ccc(CCNC(=O)c2cc(S(=O)(=O)N3CCCCC3)ccc2Cl)cc1	18%
COc1ccc(CCN(C)C(=O)COc2ccc(N(C)S(=O)(=O)c3ccc(C)cc3)cc2)cc1OC	-9%
CN(CC(=O)Nc1ccccc1Br)C(=O)c1ccc2c(=O)n3c(nc2c1)CCC3	5%

# (cont.)
L3MBTL1 inh | smiles
-5% | CC(=O)Nc1ccc(Nc2ccc([N+](=O)[O-])cn2)cc1
-8% | Cc1ccc(CNC(=O)c2ccc(F)c(S(=O)(=O)N3CCOCC3)c2)cc1
-1% | COc1cc(C(C)=O)ccc1OCC(=O)Nc1ccc2nc(C)sc2c1
2% | O=C(Nc1cccc(S(=O)(=O)Nc2ccc(Cl)cc2)c1)c1ccccn1
6% | CCOC(=O)N1CCC(NC(=O)Cc2ccccc2)CC1
2% | COc1cccc(CNC(=O)CCC(=O)N2CCOCC2)c1
2% | COc1cccc(C(=O)Nc2ccncc2)c1OC
-16% | CC1CCc2[nH]c3ccc(C(=O)N4CCCC(C(F)(F)F)C4)cc3c2C1 (centres undefined)
-2% | O=C(Nc1cc2c3c(c1)CC(=O)N3CCC2)c1ccccc1C(F)(F)F
4% | COc1ccc(OC)c(N(CC(=O)N2CCN(Cc3ccccc3)CC2)S(C)(=O)=O)c1
-6% | Cc1ccc(N(CCO)C(=S)Nc2ccccc2)cc1
-4% | COc1cc(C2Nc3cc(C)c(C)cc3NC3=C2C(=O)CC(C)(C)C3)ccc1OC(C)=O (centres undefined)
6% | COCCCNC(=O)Cn1nc(-c2cccc(OC)c2)ccc1=O
39%[activator] | O=C(OCCCc1cc2ccccc2c(=O)o1)c1ccccc1C(F)(F)F
-18% | O=C(OCc1cccc(Cl)c1)c1cc([N+](=O)[O-])ccc1N1CCOCC1

# Carrying on.
L3MBTL1 inh | smiles
-7% | COc1ccc(N2CC(C(=O)NNC(=O)c3ccc(Br)cc3)CC2=O)c(OC)c1 (centres undefined)
0% | CCOC(=O)[C@H]1[C@H]2COc3cc(OC)ccc3[C@@H]2N2C(=O)c3ccc(C)cc3NC(=O)[C@@]12C
7% | Cc1ccc(C)c(S(=O)(=O)Nc2ccc(-n3cnnn3)cc2)c1
1% | COc1cc(C(=O)OC(C)CN2CCCCC2)cc(OC)c1OC (centres undefined)
1% | Cc1c(OCC(=O)NCc2ccccn2)ccc2c(-c3ccccc3)cc(=O)oc12
8% | CC(C)(C)OC(=O)N[C@@H](C(=O)OC(C)(C)C)c1ccccc1
8% | CN(C)C(=O)c1ccc(-c2cc3onc(-c4ccccc4)c3c(=O)n2C)cc1
5% | Cc1nc(SCC(=O)N(C)C2CCS(=O)(=O)C2)c(C#N)c(C)c1C (centres undefined)
-10%&-15% | c1nc(NCc2ccc3c(c2)OCO3)c2cc(-c3ccc4c(c3)OCCO4)ccc2n1
-1% | Cc1ccc(NC(=S)NCCc2ccc(Cl)cc2)c(C)c1
10% | Cc1ccccc1NC(=O)CSc1nnc2ccc(-c3ccncc3)nn12
1% | CC(=O)Nc1ccc(SCC(=O)Nc2ccc3c(c2)OCCO3)cc1
0% | Cc1ccc(N2C(=O)CC(Sc3ncccn3)C2=O)cc1C (centres undefined)
5% | CCCCCC(=O)Nc1cc(S(=O)(=O)N2CCOCC2)ccc1N1CCCCC1
1% | CC(=O)c1ccc(S(=O)(=O)NCC2(N3CCOCC3)CCCCC2)cc1
1% | C=CCn1c(NCc2ccccc2OC)nc2ccccc21
